# PKA-R2B act – activators of PKA-R2B holoenzyme, primary screen, biochemical, fluorescence polarization, Cy5-IP20, human; PKA-R2B holoenzyme dissociation; R2B truncated from residue 108, S112A mutant; 0% DMSO only, 100% 113 µM cGMP; activation, % at 11.4 µM; 340,000 compounds, 0.079% hits;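 active = activation above a cutoff set at the mean over all compounds plus 3 SD, cut at about 18% in these data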;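 note: higher means more holoenzyme dissociation and a rise in polarization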
# dFosB activator – activators of delta FosB homodimer, primary screen, biochemical, fluorescence polarization, TAMRA-CDK5 oligo, single point | Protein FosB (Mus musculus), P13346 | purified delta FosB; percent of positive-control signal above neutral wells | activation, % at 25 µM | 340,000 compounds, 0.99% hits | AID 493131, 2011;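 active = mean activation above about 17%, with every replicate also reaching it, limit read from the data, passing the limit was not always enough; inconclusive = only one of the two conditions met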;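 note: fluorescence polarization rise as delta FosB binds a TAMRA Cdk5 AP-1 oligo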
# NSD2 HMT inh – NSD2 histone methyltransferase inhibitors, primary screen, biochemical, AlphaScreen, single concentration, set 2; inhibition, % at 12.5 µM; Histone-lysine N-methyltransferase NSD2 (Homo sapiens), O96028; 310,000 compounds, 0.54% hits; NSD2 peptide methylation, 120 min; in the data active = inhibition above about 50%
# Target sequence (O96028 whole entry, looked up): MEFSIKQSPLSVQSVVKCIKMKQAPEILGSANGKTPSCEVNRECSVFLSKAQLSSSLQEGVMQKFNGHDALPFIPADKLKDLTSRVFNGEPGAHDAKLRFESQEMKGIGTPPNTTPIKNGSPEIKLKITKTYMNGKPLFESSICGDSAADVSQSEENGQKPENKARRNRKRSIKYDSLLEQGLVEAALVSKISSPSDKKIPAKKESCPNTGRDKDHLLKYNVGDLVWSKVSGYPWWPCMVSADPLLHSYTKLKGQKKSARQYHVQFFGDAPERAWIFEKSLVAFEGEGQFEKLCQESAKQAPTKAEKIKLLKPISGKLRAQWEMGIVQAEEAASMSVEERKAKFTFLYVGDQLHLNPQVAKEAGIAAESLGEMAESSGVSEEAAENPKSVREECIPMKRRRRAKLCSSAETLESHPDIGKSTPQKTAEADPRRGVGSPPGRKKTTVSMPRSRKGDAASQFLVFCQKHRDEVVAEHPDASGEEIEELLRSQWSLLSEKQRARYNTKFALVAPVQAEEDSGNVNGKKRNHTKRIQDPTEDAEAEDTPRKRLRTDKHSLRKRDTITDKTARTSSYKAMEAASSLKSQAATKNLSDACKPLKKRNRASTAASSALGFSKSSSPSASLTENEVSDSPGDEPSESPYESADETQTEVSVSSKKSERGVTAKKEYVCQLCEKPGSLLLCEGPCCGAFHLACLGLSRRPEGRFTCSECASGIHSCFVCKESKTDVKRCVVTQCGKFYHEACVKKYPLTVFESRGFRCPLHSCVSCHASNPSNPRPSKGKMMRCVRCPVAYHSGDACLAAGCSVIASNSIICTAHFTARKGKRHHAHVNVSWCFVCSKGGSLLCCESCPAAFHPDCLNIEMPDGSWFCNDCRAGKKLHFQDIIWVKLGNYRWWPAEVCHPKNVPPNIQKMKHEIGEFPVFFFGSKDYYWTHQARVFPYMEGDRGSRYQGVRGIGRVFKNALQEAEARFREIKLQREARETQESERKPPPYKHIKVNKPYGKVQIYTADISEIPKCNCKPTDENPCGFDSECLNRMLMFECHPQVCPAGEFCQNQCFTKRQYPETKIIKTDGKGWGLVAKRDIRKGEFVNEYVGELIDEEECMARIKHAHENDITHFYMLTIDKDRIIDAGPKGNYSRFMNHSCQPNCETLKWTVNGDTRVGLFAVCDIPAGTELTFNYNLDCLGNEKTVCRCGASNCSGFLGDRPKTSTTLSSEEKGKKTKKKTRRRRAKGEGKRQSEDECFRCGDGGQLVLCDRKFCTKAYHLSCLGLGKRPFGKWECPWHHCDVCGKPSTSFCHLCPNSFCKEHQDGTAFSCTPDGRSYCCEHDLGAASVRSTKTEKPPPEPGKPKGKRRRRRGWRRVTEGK
# MITF act – activators of MITF-driven TRPM1 promoter reporter, primary screen, cell-based, SK-MEL-5, luciferase, single point. 300,000 compounds, 0.75% hits. AID 588334, 2011. activation, % at 12.5 µM. SK-MEL-5 TRPM1-promoter luciferase, 24 h; % of positive control, neutral wells = 0;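 active = mean activation of at least 80% with every replicate also reaching 80%; inconclusive = mean reaches 80% but some replicate falls short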;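 note: 0% = neutral control wells and 100% = parthenolide positive control wells; values of inactives mirror those of a sister screen read the other way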
# DSG3 Ab inh – inhibitors of pemphigus antibody binding to DSG3, primary screen, biochemical, bead-based, flow cytometry, scFv-GFP; Desmoglein-3 (Homo sapiens), P32926; DSG3-coupled beads, scFv-anti-DSG3-GFP binding; stronger effect = lower value; binding (percent of control), % at 10 µM; 310,000 compounds, 0.48% hits; AID 588358, 2011;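 active = binding more than 3 SD below its plate's average and above zero; inconclusive = below that plate limit but binding exactly zero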; note: some compounds called inactive have numbers as strong as hits
# PKA-R1A activ – activators of PKA-R1A holoenzyme, primary screen, biochemical, fluorescence polarization, Cy5-IP20, bovine R1A, mouse PKAc | PKA-R1A dissociation; scaled: DMSO 0%, 113 µM cGMP 100% | activation, % at 11.4 µM | 340,000 compounds, 0.083% hits | AID 504707, 2011 | cAMP-dependent protein kinase type I-alpha regulatory subunit (Bos taurus) + …;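 active = percent activation above the mean of all tested compounds plus 3 SD, cut at about 19% in these data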;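 note: higher means more PKAc released from R1A so a rise in polarization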
# Arrestin-AP2 inh – inhibitors of beta-arrestin/AP2 binding, primary screen, biochemical, GPCR trafficking, flow cytometry. beta-arrestin 1 C-terminal peptide binding to AP2 beta2-adaptin appendage (human). FITC-arrestin peptide / GST-AP2 beads; AP2 beta2 appendage carries R879A mutation. inhibition, % at 10 µM. 340,000 compounds, 0.31% hits. AID 504490, 2011;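 active = inhibition above a set limit, near 3 SD of compounds lacking own fluorescence, cut at about 54% in these data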;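 note: plate controls were DMSO wells for no effect and 5 µM unlabelled arrestin peptide for full effect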
#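 Material – AP2 appendage R879A on GSH beads · Buffer or medium – PBS with 0.05% Tween 20 and 0.1% BSA · Probe or stimulus – fluorescein-tagged arrestin peptide at 50 nM final · Incubation – compound with beads 12 min RT, then probe 1 h RT · Detection – high-throughput flow cytometry of beads, ex 488, em 535 nm · Evaluation – percent response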
# SR-BI HDL uptake – inhibitors of SR-BI mediated HDL lipid uptake, primary screen, ldlA[mSR-BI] cells, fluorescence, single point; 320,000 compounds, 0.96% hits; inhibition, % at 12.5 µM; ldlA[mSR-BI] CHO cells, DiI-HDL uptake fluorescence, 3 h; Scavenger receptor class B member 1 (Mus musculus), Q61009;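 active = mean replicate inhibition of at least 70% and a set share of replicates each scoring 70 or more; inconclusive = meets just one of the two criteria; inactive = fails both criteria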;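 note: 0% = median of neutral control wells and 100% = median of positive control wells; values of inactives mirror those of a sister screen read the other way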
# Mot1-301 SUMO – yeast Mot1-301 growth rescue at high temperature, primary screen, SUMOylation pathway inhibitor project, S. cerevisiae, ATP luminescence, 38.5C; growth rescue, % at 18.8 µM; AID 2716, 2010; S. cerevisiae Mot1-301 growth rescue; percent above DMSO median, 100 means doubled; 320,000 compounds, 1% hits;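 active = every valid replicate shows activation above 250% relative to neutral control wells; inactive = the rest, any valid replicate at or below 250%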;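 note: OY570 slx delta 5 strain wells were the positive control but not used for scaling; some compounds called inactive have numbers as strong as hits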
# SR-BI uptake up – activators of SR-BI mediated DiI-HDL uptake, primary screen, ldlA[mSR-BI] CHO cells, DiI fluorescence; 3 h; 100 = double the neutral-control signal; activation, % at 12.5 µM; 320,000 compounds, 0.096% hits; AID 504775, 2011;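 active = mean replicate activation of at least 60% and every replicate at or above 60%; inconclusive = mean or all-replicate condition met, but not both; inactive = mean below 60% and not all replicates reaching 60%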;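 note: 0% = median plate neutral-control signal and 100% = twice that signal; values of inactives mirror those of a sister screen read the other way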
#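 system = CHO ldlA[mSR-BI] cells, LDL receptor-null, SR-BI overexpressing | medium = Ham's F12 with 0.5% BSA, HEPES 25 mM, pH 7.4 | probe or stimulus = DiI-HDL 10 µg/mL | compound dosing = single-point compound dose | incubation = compound exposure 3 h, 37 °C | technique = DiI fluorescence, bottom read | read-out = cell-associated DiI fluorescence as measure of HDL uptake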
# CDK5 p35 inh – inhibitors of human CDK5/p35 kinase, primary screen, biochemical, single concentration | Cyclin-dependent kinase 5 (Homo sapiens) + Cyclin-dependent kinase 5 activator 1 (Homo … | Recombinant CDK5/p35, ADP-Glo luminescence, 60 min | inhibition, % at 10 µM | 330,000 compounds, 0.01% hits;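 active = highest replicate inhibition of at least 50% and at least 75% of replicates reaching 50%; inconclusive = only one of the two criteria met; inactive = both criteria failed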;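 note: plate controls were DMSO neutral control for no effect and GW8510 at 10 µM for full effect; many of its hits are not listed in these tables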
# An asterisk follows results filed as active; ? = inconclusive; · = no result given.
SMILES,PKA-R2B act,dFosB activator,NSD2 HMT inh,MITF act,DSG3 Ab inh,PKA-R1A activ,Arrestin-AP2 inh,SR-BI HDL uptake,Mot1-301 SUMO,SR-BI uptake up,CDK5 p35 inh
CCOC(=O)N1CCN(S(=O)(=O)c2ccc(C(=O)N(CCCN(C)C)c3nc4cc(OC)ccc4s3)cc2)CC1,-1,2,3,10,114,-4,-10,-10,-5,10,0.3
c1ccc(-c2cc(-c3ccccc3)ncn2)cc1,9,-13,2,·,103,4,1,-23,30,23,-0.6
COc1cccc(C(=O)Nc2nc(-c3ccc(S(=O)(=O)N4CCOCC4)cc3)cs2)c1,-8,?,1,·,104,-8,27,65,255*,-65,-0.4
OCCC1CN(Cc2ccon2)CCN1Cc1ccccc1 (configuration not stated),-18,-3,-1,-15,103,15,10,-15,11,15,-2.0
Cc1ccc2nc(NC(=O)c3ccc(OCC4CCCO4)cc3)sc2c1 (configuration not stated),13,7,-2,-12,89,-3,-7,?,172,-72,0.9
COc1cc(C(=O)N2CCC(NC(=O)C(Cc3ccccc3)NC(C)=O)CC2)cc(OC)c1OC (configuration not stated),3,-5,0,3,101,-2,6,-10,-1,10,-3.2
CCOC(=O)c1cc2occc2n1CC(=O)NC1CCCCC1C (configuration not stated),-8,-8,0,-3,102,0,14,-2,9,2,-0.7
CCCCN(CCCC)C(=O)C[n+]1cccc(/C=N/O)c1,-5,8,-4,10,99,2,-3,-47,176,47,-0.5
O=C(NCC(=O)N(Cc1ccco1)C(C(=O)NC1CCCCC1)c1ccncc1)c1cccs1 (configuration not stated),-8,-7,0,-3,101,-7,-2,-1,1,1,0.7
O=C(CCC(=O)c1ccc(F)cc1)NCC1(N2CCCCC2)CCCCC1,-8,-11,-1,13,88,-4,20,-29,21,29,-0.1
CCn1c2ccccc2c2cc(CN3CCN(C(=O)c4ccco4)CC3)ccc21,-7,-2,17,18,112,0,1,-19,247,19,0.8
COc1ccccc1C(=O)COC(=O)c1cccc(-n2cnnn2)c1,-16,-1,0,22,94,7,-1,16,9,-16,0.0
O=C(Nc1ccccc1)c1sc(N2CCOCC2)nc1-c1ccccc1,8,-10,0,0,·,2,6,-8,-22,8,0.7
OC(COC(c1ccc(F)cc1)c1ccc(F)cc1)CN1CCCC(C(F)(F)F)C1 (configuration not stated),2,-17,-2,4,109,13,2,·,-5,·,1.6
CC(c1ccc(F)cc1)n1c(-c2ccc3ccccc3n2)n[nH]c1=S (configuration not stated),-7,-6,7,-6,95,-2,14,-22,128,22,4.6
Cc1ccc(C2(C)NC(=O)N(CC(=O)Nc3cc(S(=O)(=O)N4CCOCC4)ccc3OC(C)C)C2=O)cc1 (configuration not stated),-3,-17,1,·,105,-7,-12,0,·,0,-1.2
Cc1ccc(NCC(=O)N/N=C/c2cc(O)ccc2[N+](=O)[O-])cc1,·,-5,-3,11,103,·,-2,-27,-3,27,0.0
Brc1ccc2ncnc(Nc3cccc4ccccc34)c2c1,1,-6,-1,-20,119,-5,-18,-14,30,14,-2.5
Cc1ccc(NC(=O)c2ccc(OC(F)F)cc2)cc1S(=O)(=O)N(C)C,-13,-14,-1,4,96,-5,1,47,6,-47,-0.9
CCN1C(=O)[C@@H]2[C@@H](c3ccc(-c4ccc(OC)cc4)c(OC)c3)N3CCCC[C@@]3(C(=O)OC)[C@@H]2C1=O,-9,4,·,-8,101,1,39,10,-2,-10,1.4
O=C(Oc1ccc(C(=S)N2CCOCC2)cc1Br)c1cc(Cl)ccc1Cl,-2,-5,-6,·,99,-1,-4,-12,8,12,-2.4
CCN(CC)c1ccc(/C=N/NC(=O)c2c(Cl)c(C)nn2C)cc1,-3,-7,0,14,97,-4,-9,6,-20,-6,0.4
Cc1ccc(C)c(S(=O)(=O)NC(Cc2c[nH]c3ccccc23)C(=O)O)c1 (configuration not stated),4,-4,-4,-5,100,-6,12,-6,-3,6,0.2
CC(=O)N1c2ccc(S(=O)(=O)N3CCCCC3)cc2CC1C(=O)Nc1ccc(C)cc1 (configuration not stated),-5,-8,-2,-2,94,4,4,12,5,-12,2.8
Cc1ccc(N(C(=O)Cc2cccs2)C(C(=O)NC2CCCC2)c2ccncc2)cc1 (configuration not stated),-6,-8,-1,-1,85,2,22,-2,-17,2,0.4
c1ccc(Cn2cnc3ccccc32)cc1,-3,0,0,63,102,-3,31,-1,71,1,0.1
O=C(Cc1c[nH]c2ccccc12)OCCOC(=O)Cc1c[nH]c2ccccc12,-7,-10,3,-1,103,-2,23,4,9,10,-1.2
COc1ccccc1C(=O)Nc1ccc2c(c1)nc(CCNC(=O)c1ccco1)n2C,4,7,-3,9,·,-2,15,·,-1,·,-0.8
CCCCOc1ccc(CSCCN=C(N)N)cc1,4,6,5,25,103,-9,10,-12,·,12,-0.5
CC(=O)c1c(C)[nH]c(C(=O)OCC(=O)Nc2cccnc2Cl)c1C,-7,-2,-1,-13,115,4,39,27,7,-27,0.8
COc1ccc(OC)c(C2C3=C(CCCC3=O)Nc3nnnn32)c1 (configuration not stated),-16,-7,-3,-3,107,6,-2,12,-8,-12,-1.2
Clc1ccccc1CSc1snnc1-c1ccccc1,-4,3,-4,41,101,-1,5,-20,·,20,-1.2
O=C(c1cc(-c2ccc3c(c2)OCO3)on1)N1CCN(c2ccc(F)cc2)CC1,-6,-5,-1,-10,99,-2,-2,-23,·,23,1.1
COc1ccc(Cc2nnc(SCC(=O)c3cccc([N+](=O)[O-])c3)n2C)cc1,-7,-6,0,-9,101,-9,7,-7,-10,7,1.1
O=C(Nc1cc(S(=O)(=O)N2CCOCC2)ccc1N1CCOCC1)c1ccc(S(=O)(=O)N2CCCCC2)cc1,-3,11,-1,5,99,5,11,-19,8,19,0.1
Cn1c2ccccc2c2cc(C(=O)N3CCN(CCO)CC3)sc21,4,-4,2,·,90,6,4,16,-2,-16,-1.1
COc1ccc(Cl)cc1NC(=O)C(C)OC(=O)Cn1cc(C(F)(F)F)ccc1=O (configuration not stated),-8,-6,-3,4,94,-6,-4,27,20,-27,0.2
Cc1nc2ccn(Cc3ccccc3)c(=O)c2cc1C(=O)N1CCN(c2ccc(F)cc2)CC1,0,-13,4,-1,103,-2,48,6,4,-6,0.8
CC(C)N(C(=O)CSc1nnc(CN2CCCCCC2=O)n1-c1ccccn1)C(C)C,-17,-5,-3,-11,90,0,-2,-26,1,26,-4.6
C=CCN(CC=C)C(=O)C(=O)c1cc(C)n(-c2ccc([N+](=O)[O-])cc2)c1C,-12,-1,7,-3,107,-6,-5,6,16,-6,1.4
CCc1nnc(NS(=O)(=O)c2ccc(N3C(=O)c4ccccc4C3=O)cc2)s1,0,-4,1,-7,109,-4,-3,-6,-5,6,-1.0
Cc1ccnc(NC(=O)c2cccc(NC(=O)CC3SC(N4CCCCC4)=NC3=O)c2)c1 (configuration not stated),4,-15,-1,9,96,-1,6,53,-12,-53,1.7
CCC(C)C(=O)Nc1cc(OC)c(OC)cc1C(=O)O (configuration not stated),8,0,9,2,110,-12,9,-37,10,37,-4.5
COc1ccc(S(=O)(=O)Cc2ccc(C(=O)O)o2)cc1,9,-11,-2,11,93,5,14,6,-2,-6,0.3
COc1ccc(NC(=O)CN2CCN(c3ccccc3)CC2)cc1,0,2,1,-3,100,8,47,-4,-20,4,-1.2
CCCOc1ccc(C(=O)Nc2ccc(Cl)cn2)cc1,2,-18,-2,18,98,-11,-10,-2,-7,2,0.1
CCCOc1ccc(NC2=CC(=O)CC(C)(C)C2)cc1,-2,-6,2,12,97,1,8,3,2,-3,-1.0
O=C(COc1ccccc1)c1cn(CC(=O)N2CCOCC2)c2ccccc12,-7,-15,1,10,124,-10,-4,-8,7,8,-2.1
CCCCn1c(/C=C/c2ccco2)nc2ccccc21,-8,-5,-2,4,104,-9,3,4,12,-4,-4.4
O=C1N=C(N2C=CC(=C3C=CNC=C3)C=C2)/C(=C/N=NC(=O)c2ccccc2)S1,-6,-1,1,3,·,-6,-3,-18,-4,18,0.1
Cc1nc(SCc2ccc(F)cc2)c2oc3ccccc3c2n1,6,1,-4,·,110,-1,6,10,111,-10,-5.0
COc1ccc(Cl)cc1C(=O)OCC(=O)NCc1cccs1,-2,-6,0,-4,105,10,0,-4,0,·,-1.2
COc1cc(NC(=O)CN2CCCCC2)c(C)cc1[N+](=O)[O-],-4,-5,-2,27,108,-4,-11,-42,7,42,1.6
Cc1ccc(N2CC(C(=O)OCC(=O)c3c(N)n(CC(C)C)c(=O)n(C)c3=O)CC2=O)cc1 (configuration not stated),-11,-3,-6,-6,95,3,-6,7,·,-7,1.4
CC(=O)O/N=C(\N)c1cnn2c(C(F)(F)F)cc(C(F)(F)F)nc12,0,6,-1,·,·,10,-6,-15,2,15,0.8
CC(=O)C1=C(C)OC(N)=C(C#N)C1c1cc([N+](=O)[O-])ccc1Cl (configuration not stated),-5,-1,-3,-22,104,-3,3,-4,6,4,0.6
